Source: PubChem (several laboratories)
Tn6 DDE FP: inhibitors of Tn6 peptide binding to fibrin DD(E), primary screen, biochemical, fluorescence polarization, human fibrin, Tn6 probe; AID 720509, 2013; Fibrin DD(E) TRITC-Tn6 fluorescence polarization displacement; 370,000 compounds, 0.21% hits; inhibition, % at 8.3 µM;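 active = inhibition above a per-campaign cutoff: mean of compounds within control limits plus 3 SD, cut at about 15% in these data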;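 also: 0% = median of all compound wells on the plate and 100% = blocking peptide control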
Target sequence (P02675 whole entry, looked up): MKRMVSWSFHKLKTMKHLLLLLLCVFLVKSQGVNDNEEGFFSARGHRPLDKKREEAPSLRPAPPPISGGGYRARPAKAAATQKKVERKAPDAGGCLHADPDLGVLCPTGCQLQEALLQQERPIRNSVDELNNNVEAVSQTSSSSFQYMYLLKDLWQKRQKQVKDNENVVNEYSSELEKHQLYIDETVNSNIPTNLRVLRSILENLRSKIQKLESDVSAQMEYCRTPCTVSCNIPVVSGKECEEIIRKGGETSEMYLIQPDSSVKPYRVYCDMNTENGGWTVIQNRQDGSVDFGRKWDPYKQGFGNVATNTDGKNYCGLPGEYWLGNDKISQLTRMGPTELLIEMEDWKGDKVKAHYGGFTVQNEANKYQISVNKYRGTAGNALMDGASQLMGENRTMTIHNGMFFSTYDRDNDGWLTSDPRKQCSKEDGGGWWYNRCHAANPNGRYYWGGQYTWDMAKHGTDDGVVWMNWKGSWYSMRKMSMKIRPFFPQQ
ASAP1 inh: inhibitors of human ASAP1 ArfGAP activity, primary screen, biochemical, fluorescence polarization; Arf-GAP with SH3 domain, ANK repeat and PH domain-containing protein 1 (Homo sapiens), …; ASAP1-stimulated ARF1 GTP hydrolysis, GDP FP detection; inhibition, % at 16.5 µM; 360,000 compounds, 0.19% hits; AID 624377, 2012; in the data active = inhibition above about 25%;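 also: 0% = vehicle with enzyme and substrate and 100% = no enzyme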
FXN GAA850 act: FXN promoter activators, primary screen, cell-based, luciferase luminescence, HEK293 lucGAA850; HEK293 lucGAA850 FXN promoter luciferase reporter, 24 h; percent of 10 µM SAHA response; 360,000 compounds, 0.56% hits; AID 540364, 2011; activation, % at 6 µM;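 active = activation above the average of all compounds screened plus 3 SD, cutoff fixed separately per campaign, cut at about 7.5% in these data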;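 also: 0% = DMSO wells and 100% = 10 µM SAHA wells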
HGIII-sPLA2 inh: human group III sPLA2 inhibitors, primary screen, biochemical, QFRET, BODIPY PC-A2 liposome substrate | Group 3 secretory phospholipase A2 (Homo sapiens), Q9NZ20 | QFRET BODIPY PC-A2 liposome hydrolysis, fluorescence | inhibition, % at 12.2 µM | 370,000 compounds, 0.56% hits;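 active = inhibition above mean plus 3 SD of compounds lying within the high and low control bounds, cut at about 19% in these data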;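 also: 0% = median of test compound wells and 100% = no enzyme DMSO wells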
ARFGAP1 inh: inhibitors of rat ARFGAP1 GAP activity, primary screen, biochemical, fluorescence polarization, GDP tracer; ADP-ribosylation factor GTPase-activating protein 1 (Rattus norvegicus), Q62848; Arfgap1-stimulated ARF1 GTP hydrolysis, GDP FP detection; inhibition, % at 16.5 µM; 360,000 compounds, 0.26% hits;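 active = inhibition above a per-plate limit, mean inhibition of low control wells plus 3 SD, cut at about 25% in these data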;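 also: 0% = DMSO wells with enzyme and 100% = wells lacking Arfgap1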
Target sequence (Q62848 1-136 limits assumed): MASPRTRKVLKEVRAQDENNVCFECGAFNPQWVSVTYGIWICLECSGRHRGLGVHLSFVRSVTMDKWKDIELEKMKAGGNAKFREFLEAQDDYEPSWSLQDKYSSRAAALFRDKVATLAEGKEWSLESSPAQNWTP
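Material: truncated rat Arfgap1 GAP domain; Incubation: compound-enzyme preincubation 20 min, reaction 120 min, detection 60 min, 25 °C; Read-out: percent inhibition of Arfgap1-stimulated GTP hydrolysis; Technique: FP, GDP Alexa 633 tracer displaced from anti-GDP antibody, 620/688 nm; Controls: No-Arfgap1 wells (100%) versus DMSO full-reaction wells (0%); Replication: single well per compound.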
ADAM10 inh: human ADAM10 inhibitors, primary screen, biochemical, QFRET, HTS; Disintegrin and metalloproteinase domain-containing protein 10 (Homo sapiens), O14672; recombinant ADAM10, EDANS/DABCYL FRET peptide cleavage, 3 h; inhibition, % at 7 µM; 370,000 compounds, 0.62% hits; AID 720582, 2013;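 active = inhibition above a per-campaign cutoff equal to the mean of compounds falling between control-based bounds plus 3 SD, cut at about 20% in these data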;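 also: 0% = DMSO wells while the 100% control is not disclosed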
proKLK7 act: proKLK7 zymogen activators, primary screen, biochemical, fluorescence intensity; 370,000 compounds, 0.9% hits; activation, % at 7 µM; Kallikrein-7 (Homo sapiens), P49862; purified proKLK7, EDANS-DABCYL substrate fluorescence; 100% is mature enzyme control, 0% vehicle;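 active = activation above the mean of all tested compounds plus 3 SD, computed per campaign excluding outliers beyond control limits, cut at about 13% in these data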
Target sequence (P49862 whole entry, looked up): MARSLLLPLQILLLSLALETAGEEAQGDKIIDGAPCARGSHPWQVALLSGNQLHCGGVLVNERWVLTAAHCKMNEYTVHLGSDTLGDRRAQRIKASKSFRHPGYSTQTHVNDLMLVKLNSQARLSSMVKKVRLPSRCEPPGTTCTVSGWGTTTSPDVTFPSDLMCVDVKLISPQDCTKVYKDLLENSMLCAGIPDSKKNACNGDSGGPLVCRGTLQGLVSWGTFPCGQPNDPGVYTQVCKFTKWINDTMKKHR
GC-A act: GC-A stimulated cGMP production enhancers – HEK293 GC-A cells, cGMP TR-FRET, EC30 ANP, primary screen | Atrial natriuretic peptide receptor 1 (Homo sapiens), P16066 | 0% at EC30 ANP, 100% saturating ANP | activation, % at 10 µM | 370,000 compounds, 0.14% hits | AID 1671463, 2021; in the data active = activation above about 40%
rCAG binder: binders of r(CAG) RNA repeats, primary screen, biochemical, fluorescence | r(CAG) RNA repeat, TO-PRO-1 dye displacement fluorescence | inhibition, % at 3 µM | 370,000 compounds, 1.3% hits;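 active = inhibition above the plate cutoff, the mean of all test compounds on that plate plus 3 SD, cut at about 35% in these data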;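 also: 0% = DMSO alone and 100% = 100 µM mitoxantrone as full dye displacement; higher means more dye released from RNA so lower well fluorescence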
NPR2 activator: human GC-B receptor activators, primary screen, HEK293 GC-B cells, cGMP TR-FRET, EC30 CNP; 0% at EC30 CNP, 100% saturating CNP; activation, % at 10 µM; 370,000 compounds, 0.11% hits; AID 1920062, 2024;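 active = activation at 10 µM reaching about 35% in either raw or pattern-adjusted values, limit read from the data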
Numbers without * were called inactive.

The first 5 compounds as a preview:
How did C=CCn1c(C(CCCC)CC(O)COCCC)n[nH]c1=S (configuration not stated) do in these assays?
Tn6 DDE FP: 2; ASAP1 inh: -7; FXN GAA850 act: -0.3; HGIII-sPLA2 inh: 3; ARFGAP1 inh: 1; ADAM10 inh: 6; proKLK7 act: -0.4; GC-A act: 2; rCAG binder: -2; NPR2 activator: 3

What do the screens show for `O=C(NCCc1nccs1)C1CCC(=O)N(CCc2ccc(Cl)cc2)C1` (configuration not stated)?
Tn6 DDE FP: 6; ASAP1 inh: -3; FXN GAA850 act: 1.8; HGIII-sPLA2 inh: -1; ARFGAP1 inh: -16; ADAM10 inh: -3; proKLK7 act: 0.0; GC-A act: 2; rCAG binder: -8; NPR2 activator: -1

What do the screens show for `N#CCCN(Cc1ccccc1)C(=S)Nc1ccc(F)cc1`?
Tn6 DDE FP: 2; ASAP1 inh: 19; FXN GAA850 act: 1.2; HGIII-sPLA2 inh: -2; ARFGAP1 inh: 9; ADAM10 inh: -2; proKLK7 act: -0.3; GC-A act: 4; rCAG binder: -2; NPR2 activator: 3

How did CCCn1c(SCC(=O)N2c3ccccc3CC2C)n[nH]c1=O (configuration not stated) do in these assays?
Tn6 DDE FP: -4; ASAP1 inh: 12; FXN GAA850 act: 1.5; HGIII-sPLA2 inh: -7; ARFGAP1 inh: -12; ADAM10 inh: 3; proKLK7 act: 0.9; GC-A act: -3; rCAG binder: -4; NPR2 activator: 1

What do the screens show for `C[C@H](O)[C@@H]1C(=O)N2CCc3c([nH]c4c(-c5ccccc5)cccc34)[C@@H]2C[C@@H]1N(C)C(=O)OCc1ccccc1`?
Tn6 DDE FP: 4; ASAP1 inh: 5; HGIII-sPLA2 inh: -10; ARFGAP1 inh: -4; ADAM10 inh: -173; proKLK7 act: -0.3; GC-A act: -4; rCAG binder: 8; NPR2 activator: -2

All compounds of this part, repeating the preview:
How did C=CCn1c(C(CCCC)CC(O)COCCC)n[nH]c1=S (configuration not stated) do in these assays?
Tn6 DDE FP: 2; ASAP1 inh: -7; FXN GAA850 act: -0.3; HGIII-sPLA2 inh: 3; ARFGAP1 inh: 1; ADAM10 inh: 6; proKLK7 act: -0.4; GC-A act: 2; rCAG binder: -2; NPR2 activator: 3

What do the screens show for `O=C(NCCc1nccs1)C1CCC(=O)N(CCc2ccc(Cl)cc2)C1` (configuration not stated)?
Tn6 DDE FP: 6; ASAP1 inh: -3; FXN GAA850 act: 1.8; HGIII-sPLA2 inh: -1; ARFGAP1 inh: -16; ADAM10 inh: -3; proKLK7 act: 0.0; GC-A act: 2; rCAG binder: -8; NPR2 activator: -1

What do the screens show for `N#CCCN(Cc1ccccc1)C(=S)Nc1ccc(F)cc1`?
Tn6 DDE FP: 2; ASAP1 inh: 19; FXN GAA850 act: 1.2; HGIII-sPLA2 inh: -2; ARFGAP1 inh: 9; ADAM10 inh: -2; proKLK7 act: -0.3; GC-A act: 4; rCAG binder: -2; NPR2 activator: 3

How did CCCn1c(SCC(=O)N2c3ccccc3CC2C)n[nH]c1=O (configuration not stated) do in these assays?
Tn6 DDE FP: -4; ASAP1 inh: 12; FXN GAA850 act: 1.5; HGIII-sPLA2 inh: -7; ARFGAP1 inh: -12; ADAM10 inh: 3; proKLK7 act: 0.9; GC-A act: -3; rCAG binder: -4; NPR2 activator: 1

What do the screens show for `C[C@H](O)[C@@H]1C(=O)N2CCc3c([nH]c4c(-c5ccccc5)cccc34)[C@@H]2C[C@@H]1N(C)C(=O)OCc1ccccc1`?
Tn6 DDE FP: 4; ASAP1 inh: 5; HGIII-sPLA2 inh: -10; ARFGAP1 inh: -4; ADAM10 inh: -173; proKLK7 act: -0.3; GC-A act: -4; rCAG binder: 8; NPR2 activator: -2

What do the screens show for `O=C(COC(=O)c1cc[n+]([O-])cc1)Nc1ccc([N+](=O)[O-])cc1Cl`?
Tn6 DDE FP: 0; ASAP1 inh: -7; FXN GAA850 act: -1.0; HGIII-sPLA2 inh: 4; ARFGAP1 inh: 4; ADAM10 inh: -13; proKLK7 act: -0.5; GC-A act: 2; rCAG binder: 2; NPR2 activator: 0

Results for CC(=O)Nc1cccc(-c2nnc(SCc3ccccc3C#N)n2C)c1 ?
Tn6 DDE FP: 1; ASAP1 inh: -5; FXN GAA850 act: 0.5; HGIII-sPLA2 inh: 2; ARFGAP1 inh: 22; ADAM10 inh: 0; proKLK7 act: -0.1; GC-A act: 2; rCAG binder: -3; NPR2 activator: 1

What do the screens show for `Cc1cc([N+](=O)[O-])cc(C)c1OCC(=O)N/N=C/c1ccc(OC(=O)c2ccccc2)cc1`?
Tn6 DDE FP: -1; ASAP1 inh: 11; FXN GAA850 act: 3.8; HGIII-sPLA2 inh: -11; ARFGAP1 inh: 16; ADAM10 inh: 11; proKLK7 act: 0.4; GC-A act: -5; rCAG binder: 4; NPR2 activator: 2

Results for CCc1cccc(C)c1NC(=O)CN(C)Cc1cccc(F)c1 ?
Tn6 DDE FP: -5; ASAP1 inh: 0; FXN GAA850 act: -2.7; HGIII-sPLA2 inh: -8; ARFGAP1 inh: 1; ADAM10 inh: 0; proKLK7 act: -0.2; GC-A act: -1; rCAG binder: -7; NPR2 activator: -3

Results for O=C(CNS(=O)(=O)c1ccc(Br)s1)N1CCCC1 ?
Tn6 DDE FP: 4; ASAP1 inh: -21; FXN GAA850 act: 0.1; HGIII-sPLA2 inh: -3; ARFGAP1 inh: -12; ADAM10 inh: 13; proKLK7 act: 0.0; GC-A act: 0; rCAG binder: 2; NPR2 activator: 1

How did COC(=O)C(C(=O)OC)C(C(=O)OC)C(C(=O)OC)C(=O)OC do in these assays?
Tn6 DDE FP: 1; ASAP1 inh: 9; FXN GAA850 act: -1.0; HGIII-sPLA2 inh: -1; ARFGAP1 inh: -5; ADAM10 inh: 3; proKLK7 act: -0.2; GC-A act: 0; rCAG binder: 2; NPR2 activator: 3

What do the screens show for `O=C(Cn1cc2c(n1)CCCC2)Nc1ccccc1Br`?
Tn6 DDE FP: -1; ASAP1 inh: 5; FXN GAA850 act: -1.1; HGIII-sPLA2 inh: -7; ARFGAP1 inh: 9; ADAM10 inh: 2; proKLK7 act: 0.3; GC-A act: -2; rCAG binder: -2; NPR2 activator: 2

How did CCOc1cc(NC(=O)Nc2ccc(F)cc2)c(OCC)cc1NC(=O)CC do in these assays?
Tn6 DDE FP: 4; ASAP1 inh: 7; FXN GAA850 act: 1.3; HGIII-sPLA2 inh: 6; ARFGAP1 inh: 11; ADAM10 inh: 2; proKLK7 act: 0.1; GC-A act: -2; rCAG binder: -3; NPR2 activator: 1

Results for COc1ccc(F)cc1-c1cc(C(=O)N2CCc3ccccc3C2)[nH]n1 ?
Tn6 DDE FP: -3; ASAP1 inh: -1; FXN GAA850 act: 0.9; HGIII-sPLA2 inh: 6; ARFGAP1 inh: -3; ADAM10 inh: -5; proKLK7 act: -0.2; GC-A act: -5; rCAG binder: 2; NPR2 activator: 4

How did COc1ccc(CNC(=O)C2Cc3c(-c4ccccc4)ccnc3O2)cc1OC (configuration not stated) do in these assays?
Tn6 DDE FP: -4; ASAP1 inh: 2; FXN GAA850 act: -0.9; HGIII-sPLA2 inh: 0; ARFGAP1 inh: 8; ADAM10 inh: 4; proKLK7 act: 0.4; GC-A act: -2; rCAG binder: 0; NPR2 activator: -5

How did CNC(=O)c1ccsc1NC(=O)CCS(=O)(=O)c1ccc(C)cc1 do in these assays?
Tn6 DDE FP: 5; ASAP1 inh: -4; FXN GAA850 act: 0.3; HGIII-sPLA2 inh: 1; ARFGAP1 inh: 0; ADAM10 inh: -5; proKLK7 act: 0.2; GC-A act: 1; rCAG binder: 2; NPR2 activator: 4

What do the screens show for `CCOC(=O)c1c(-c2ccc(-c3ccccc3)cc2)csc1NC(=O)CNCCN(C)C`?
Tn6 DDE FP: -12; ASAP1 inh: 4; FXN GAA850 act: 4.3; HGIII-sPLA2 inh: 9; ARFGAP1 inh: 8; ADAM10 inh: -9; proKLK7 act: -0.5; GC-A act: -21; rCAG binder: 7; NPR2 activator: -7

What do the screens show for `O=C(CCNC(=O)c1ccccc1Cl)Nc1nnc(C2CC2)s1`?
Tn6 DDE FP: 0; ASAP1 inh: 0; FXN GAA850 act: 1.9; HGIII-sPLA2 inh: 7; ARFGAP1 inh: 5; ADAM10 inh: -5; proKLK7 act: -0.1; GC-A act: -3; rCAG binder: 4; NPR2 activator: 3

How did CCOC(=O)Cn1cc(CN2C(C(=O)OC)CN(Cc3ccc(F)cc3)CCS2(=O)=O)nn1 (configuration not stated) do in these assays?
Tn6 DDE FP: -1; HGIII-sPLA2 inh: 7; ADAM10 inh: 8; proKLK7 act: 0.2; GC-A act: 1; rCAG binder: -1; NPR2 activator: 5

How did CN(Cc1ccccc1)S(=O)(=O)c1ccc(Cl)c(C(=O)OCC(N)=O)c1 do in these assays?
Tn6 DDE FP: 6; ASAP1 inh: 5; FXN GAA850 act: 1.7; HGIII-sPLA2 inh: -2; ARFGAP1 inh: -7; ADAM10 inh: -3; proKLK7 act: 0.0; GC-A act: -3; rCAG binder: -1; NPR2 activator: -4

Results for Cc1cc(-c2ccc(C(=O)O)s2)cnc1N ?
Tn6 DDE FP: -5; ASAP1 inh: 4; FXN GAA850 act: 2.2; HGIII-sPLA2 inh: 9; ARFGAP1 inh: -14; ADAM10 inh: inactive; proKLK7 act: 31*; GC-A act: 1; rCAG binder: -1; NPR2 activator: -6

Results for CN(C(=O)COC(=O)c1cc(Br)c(Br)s1)C1CCS(=O)(=O)C1 (configuration not stated) ?
Tn6 DDE FP: -1; ASAP1 inh: -15; FXN GAA850 act: 2.7; HGIII-sPLA2 inh: -3; ARFGAP1 inh: 9; ADAM10 inh: 0; proKLK7 act: 1.0; GC-A act: 0; rCAG binder: 1; NPR2 activator: 4

How did Brc1ccc(OCCCN2CCOCC2)cc1 do in these assays?
Tn6 DDE FP: -1; ASAP1 inh: 5; FXN GAA850 act: 1.0; HGIII-sPLA2 inh: 7; ARFGAP1 inh: 7; ADAM10 inh: -3; proKLK7 act: 0.2; GC-A act: 5; rCAG binder: -1; NPR2 activator: -1
